Bioassay records: PubChem BioAssay, several laboratories
CDK5 p35 inh = CDK5/p35 (human) kinase inhibition; inhibition, % at 10 µM; Q00535+Q15078; Recombinant CDK5/p35, ADP-Glo luminescence, 60 min; AID 488839; 0.01% of 330,000 active;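 active means highest replicate inhibition of at least 50% and at least 75% of replicates reaching 50%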;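 further: plate controls were DMSO neutral control for no effect and GW8510 at 10 µM for full effect; many of its hits are not listed in these tables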
Target sequence (Q00535 whole entry, looked up): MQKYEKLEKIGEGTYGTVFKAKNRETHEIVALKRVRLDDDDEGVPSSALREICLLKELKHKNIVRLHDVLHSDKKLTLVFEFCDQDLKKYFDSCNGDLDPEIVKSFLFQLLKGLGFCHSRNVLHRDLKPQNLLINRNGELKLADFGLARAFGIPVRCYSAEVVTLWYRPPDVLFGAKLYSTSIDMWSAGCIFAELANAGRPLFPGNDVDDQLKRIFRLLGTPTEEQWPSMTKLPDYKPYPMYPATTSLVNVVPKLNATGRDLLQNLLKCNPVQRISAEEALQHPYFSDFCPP
Target sequence (Q15078 whole entry, looked up): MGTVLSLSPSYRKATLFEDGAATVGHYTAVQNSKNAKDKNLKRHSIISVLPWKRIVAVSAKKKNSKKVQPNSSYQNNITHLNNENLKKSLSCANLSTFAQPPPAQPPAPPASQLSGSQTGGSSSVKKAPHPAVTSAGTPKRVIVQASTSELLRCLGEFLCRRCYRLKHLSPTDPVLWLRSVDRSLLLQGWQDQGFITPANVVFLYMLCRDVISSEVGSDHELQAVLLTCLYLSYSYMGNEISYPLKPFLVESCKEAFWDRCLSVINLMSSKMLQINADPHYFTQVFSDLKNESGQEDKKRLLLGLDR
PKA-R2B act = PKA-R2B complex activation; 0.079% of 340,000 active; P22694+P31323; PKA-R2B holoenzyme dissociation, Cy5-IP20 fluorescence polarization; R2B truncated from residue 108, S112A mutant; 0% DMSO only, 100% 113 µM cGMP; activation, % at 11.4 µM;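 active means activation above a cutoff set at the mean over all compounds plus 3 SD, cut at about 18% in these data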;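 further: higher means more holoenzyme dissociation and a rise in polarization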
Target sequence (P31323 whole entry, looked up, other chains not shown, the tested form may be a part): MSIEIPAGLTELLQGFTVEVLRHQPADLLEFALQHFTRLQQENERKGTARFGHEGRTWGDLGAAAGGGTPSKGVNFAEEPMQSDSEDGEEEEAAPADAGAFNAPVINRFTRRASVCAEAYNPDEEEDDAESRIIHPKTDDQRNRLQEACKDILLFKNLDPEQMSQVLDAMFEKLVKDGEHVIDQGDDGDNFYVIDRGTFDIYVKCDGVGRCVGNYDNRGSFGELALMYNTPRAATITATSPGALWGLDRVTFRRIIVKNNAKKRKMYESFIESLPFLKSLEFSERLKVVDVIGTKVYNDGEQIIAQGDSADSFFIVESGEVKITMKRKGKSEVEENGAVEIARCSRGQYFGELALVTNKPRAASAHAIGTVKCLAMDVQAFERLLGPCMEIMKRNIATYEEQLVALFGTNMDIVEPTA
MITF TRPM1 HTS = MITF TRPM1 promoter activation in melanoma cells. SK-MEL-5 TRPM1-promoter luciferase, 24 h; % of positive control, neutral wells = 0. activation, % at 12.5 µM. 0.75% of 300,000 active. AID 588334;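 active means mean activation of at least 80% with every replicate also reaching 80%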;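 further: 0% = neutral control wells and 100% = parthenolide positive control wells; values of inactives mirror those of a sister screen read the other way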
SR-BI uptake up = activators of SR-BI mediated HDL lipid uptake | CHO ldlA[mSR-BI] cells, DiI-HDL uptake fluorescence, 3 h; 100 = double the neutral-control signal | activation, % at 12.5 µM | 0.096% of 320,000 active | AID 504775;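 active means mean replicate activation of at least 60% and every replicate at or above 60%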;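 further: 0% = median plate neutral-control signal and 100% = twice that signal; values of inactives mirror those of a sister screen read the other way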
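system = CHO ldlA[mSR-BI] cells, LDL receptor-null, SR-BI overexpressing | medium = Ham's F12 with 0.5% BSA, HEPES 25 mM, pH 7.4 | probe or stimulus = DiI-HDL 10 µg/mL | compound dosing = single-point compound dose | incubation = compound exposure 3 h, 37 °C | technique = DiI fluorescence, bottom read | read-out = cell-associated DiI fluorescence as measure of HDL uptake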
NSD2 inh = blocks human histone methyltransferase NSD2; AID 743445; NSD2 peptide methylation, AlphaScreen, 120 min; 0.54% of 310,000 active; O96028; inhibition, % at 12.5 µM; in the data active means inhibition above about 50%
PKA-R1A activ = activators of PKA-R1A complex; PKA-R1A dissociation, Cy5-IP20 fluorescence polarization; scaled: DMSO 0%, 113 µM cGMP 100%; 0.083% of 340,000 active; activation, % at 11.4 µM;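 active means percent activation above the mean of all tested compounds plus 3 SD, cut at about 19% in these data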;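 further: higher means more PKAc released from R1A so a rise in polarization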
Pemphigus Ab inh = blocks pemphigus antibody binding to human desmoglein-3; DSG3-coupled beads, scFv-anti-DSG3-GFP binding, flow cytometry; active compounds read low; AID 588358; binding (percent of control), % at 10 µM; 0.48% of 310,000 active; P32926;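 active means binding more than 3 SD below its plate's average and above zero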;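 further: hits lower antibody fragment binding to DSG3; some compounds called inactive have numbers as strong as hits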
dFosB act = activators of mouse delta FosB homodimer. 0.99% of 340,000 active. purified delta FosB, TAMRA-CDK5 oligo fluorescence polarization; percent of positive-control signal above neutral wells. P13346. activation, % at 25 µM;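 active means mean activation above about 17%, with every replicate also reaching it, limit read from the data, passing the limit was not always enough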;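 further: fluorescence polarization rise as delta FosB binds a TAMRA Cdk5 AP-1 oligo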
SR-BI HDL uptake = blocks mouse SR-BI lipid uptake from DiI-HDL; inhibition, % at 12.5 µM; 0.96% of 320,000 active; Q61009; ldlA[mSR-BI] CHO cells, DiI-HDL uptake fluorescence, 3 h;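 active means mean replicate inhibition of at least 70% and a set share of replicates each scoring 70 or more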;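 further: 0% = median of neutral control wells and 100% = median of positive control wells; values of inactives mirror those of a sister screen read the other way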
Mot1-301 SUMO = inhibitors of SUMOylation pathway: yeast Mot1-301 growth rescue; 1% of 320,000 active; AID 2716; growth rescue, % at 18.8 µM; S. cerevisiae Mot1-301 growth rescue, ATP luminescence, 38.5C; percent above DMSO median, 100 means doubled;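 active means every valid replicate shows activation above 250% relative to neutral control wells; inactive means the rest, any valid replicate at or below 250%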;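 further: OY570 slx delta 5 strain wells were the positive control but not used for scaling; some compounds called inactive have numbers as strong as hits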
Arrestin-AP2 inh = inhibitors of human beta-arrestin and AP2 interaction; inhibition, % at 10 µM; FITC-arrestin peptide / GST-AP2 beads, flow cytometry; AP2 beta2 appendage carries R879A mutation; 0.31% of 340,000 active;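 active means inhibition above a set limit, near 3 SD of compounds lacking own fluorescence, cut at about 54% in these data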;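 further: plate controls were DMSO wells for no effect and 5 µM unlabelled arrestin peptide for full effect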
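System: GST-AP2 R879A glutathione beads; medium: PBS, Tween 20 0.05%, BSA 0.1%; reagent: fluorescein-tagged arrestin peptide at 50 nM final; schedule: pre-incubation 12 min, peptide binding 1 h, room temperature; detection: flow cytometry, FL1 (488/535 nm); read-out: inhibition as reduced fluorescein signal on beads, percent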
* hit, by the source's call.

Screening COc1cc2c(=O)n(-c3ccc(C)cc3)c(=O)n(CC(=O)c3ccc4c(c3)OCO4)c2cc1OC returned CDK5 p35 inh 0.6, PKA-R2B act 5, MITF TRPM1 HTS 18, SR-BI uptake up 17, NSD2 inh -1, PKA-R1A activ 2, Pemphigus Ab inh 105, dFosB act -3, SR-BI HDL uptake -17, Mot1-301 SUMO 694* and Arrestin-AP2 inh -11.
For COc1ccc(C)cc1NC(=O)C1CC(=O)N(Cc2ccco2)C1 (configuration not stated) the results were CDK5 p35 inh 0.3, PKA-R2B act 1, SR-BI uptake up 25, NSD2 inh 0, PKA-R1A activ -7, Pemphigus Ab inh 98, dFosB act -2, SR-BI HDL uptake -25, Mot1-301 SUMO 615 and Arrestin-AP2 inh 18.
Screening CC1Cc2ccccc2N1S(=O)(=O)c1cccc(C(=O)N2CCCCC2)c1 (configuration not stated) returned CDK5 p35 inh -1.2, PKA-R2B act -11, MITF TRPM1 HTS -13, SR-BI uptake up -31, NSD2 inh -1, PKA-R1A activ -7, Pemphigus Ab inh 99, dFosB act -5, SR-BI HDL uptake 31 and Arrestin-AP2 inh 3.
Cc1cccc(NC(=S)NCc2ccc3c(c2)OCO3)c1C was read as CDK5 p35 inh -2.6, PKA-R2B act -9, MITF TRPM1 HTS -10, SR-BI uptake up 1, NSD2 inh -1, PKA-R1A activ -3, dFosB act -1, SR-BI HDL uptake -1, Mot1-301 SUMO 7 and Arrestin-AP2 inh 0.
For CCOC(=O)c1c(C)[nH]c(C(=O)OCC(=O)N2CCc3ccccc32)c1C the results were CDK5 p35 inh -0.6, PKA-R2B act 2, MITF TRPM1 HTS 13, SR-BI uptake up 5, NSD2 inh 1, PKA-R1A activ -2, Pemphigus Ab inh 105, dFosB act -1, SR-BI HDL uptake -5, Mot1-301 SUMO -25 and Arrestin-AP2 inh 2.
Screening C=CCC[C@H](Cc1ccc(F)cc1)C(=O)OC[C@H](Cc1c[nH]c2ccccc12)NC(=O)[C@@H](CC=C)CC(=O)N[C@H](CO)Cc1ccccc1 returned CDK5 p35 inh 2.0, PKA-R2B act -15, MITF TRPM1 HTS -4, SR-BI uptake up 28, PKA-R1A activ -12, Pemphigus Ab inh 109, dFosB act 2, SR-BI HDL uptake -28, Mot1-301 SUMO 0 and Arrestin-AP2 inh 1.
CCOC(=O)C(C)Sc1nc(N)c(NC(=O)c2ccc(OC)c(OC)c2)c(=O)[nH]1 (configuration not stated) was read as CDK5 p35 inh -0.8, PKA-R2B act -6, SR-BI uptake up 14, PKA-R1A activ -12, Pemphigus Ab inh 98, dFosB act -2, SR-BI HDL uptake -14, Mot1-301 SUMO -9 and Arrestin-AP2 inh 17.
O=C(Nc1nc2ccc(S(=O)(=O)N3CCCCC3)cc2s1)c1ccncc1 was read as CDK5 p35 inh 3.4, PKA-R2B act -4, MITF TRPM1 HTS -9, SR-BI uptake up 23, NSD2 inh 1, PKA-R1A activ -6, dFosB act -6, SR-BI HDL uptake -23, Mot1-301 SUMO -5 and Arrestin-AP2 inh -5.
Screening Cc1cccc(N2CCN(CC(=O)NCc3ccccc3)CC2)c1C returned CDK5 p35 inh 0.9, PKA-R2B act -4, MITF TRPM1 HTS -4, SR-BI uptake up -3, NSD2 inh 2, PKA-R1A activ -10, Pemphigus Ab inh 115, dFosB act -6, SR-BI HDL uptake 3, Mot1-301 SUMO 2 and Arrestin-AP2 inh 14.
`O=C(CSc1ccc2c(c1)OCCO2)NCc1ccco1` gave CDK5 p35 inh 0.8, PKA-R2B act -4, MITF TRPM1 HTS -10, SR-BI uptake up -7, NSD2 inh 0, PKA-R1A activ 0, Pemphigus Ab inh 102, dFosB act 1, SR-BI HDL uptake 7, Mot1-301 SUMO -2 and Arrestin-AP2 inh 9.
`CCc1cccc(NC(=O)C2CCCN(S(=O)(=O)c3ccc4[nH]c(=O)ccc4c3)C2)c1` (configuration not stated) gave CDK5 p35 inh -1.6, PKA-R2B act -4, MITF TRPM1 HTS -5, SR-BI uptake up 3, NSD2 inh -1, PKA-R1A activ 5, dFosB act 8, SR-BI HDL uptake -3, Mot1-301 SUMO -9 and Arrestin-AP2 inh 1.
`COc1ccccc1NS(=O)(=O)N(C)C` gave CDK5 p35 inh -0.8, PKA-R2B act -7, MITF TRPM1 HTS 0, NSD2 inh 2, PKA-R1A activ -4, Pemphigus Ab inh 110, dFosB act -7, SR-BI HDL uptake -6, Mot1-301 SUMO -10 and Arrestin-AP2 inh 17.
Screening COc1ccc(-n2c(=O)c3ccccc3n(CC(=O)Nc3cccc(OC)c3)c2=O)cc1 returned CDK5 p35 inh 1.0, PKA-R2B act -5, MITF TRPM1 HTS -14, PKA-R1A activ -2, Pemphigus Ab inh 94, dFosB act 5 and Arrestin-AP2 inh -5.
CC(C)[C@@H](NC(=O)C1CCN(C(=O)[C@@H]2CCCN2C(=O)OC(C)(C)C)CC1)C(=O)NCc1ccc(F)cc1 was read as CDK5 p35 inh 1.6, PKA-R2B act -7, MITF TRPM1 HTS 3, SR-BI uptake up -2, PKA-R1A activ -21, dFosB act -7, SR-BI HDL uptake 2, Mot1-301 SUMO 123 and Arrestin-AP2 inh 4.
For O=c1oc(-c2cc3ccccc3o2)nc2sc3c(c12)CCCC3 the results were CDK5 p35 inh -1.6, PKA-R2B act -7, MITF TRPM1 HTS 101*, SR-BI uptake up 2, NSD2 inh -2, PKA-R1A activ 11, Pemphigus Ab inh 102, dFosB act -13, SR-BI HDL uptake -2, Mot1-301 SUMO 3 and Arrestin-AP2 inh 6.
`CCCCOc1ccc(C(=O)NCC2(c3ccc(OC)cc3)CCOCC2)cc1` gave CDK5 p35 inh 0.8, PKA-R2B act 0, MITF TRPM1 HTS -3, SR-BI uptake up -7, NSD2 inh -1, PKA-R1A activ 2, Pemphigus Ab inh 102, dFosB act -7, SR-BI HDL uptake 7, Mot1-301 SUMO -11 and Arrestin-AP2 inh 28.
Screening CCOC(=O)c1cnn(CCOC(=O)c2ccccc2F)c1NC(=O)c1ccccc1F returned CDK5 p35 inh 0.1, PKA-R2B act -6, MITF TRPM1 HTS 2, SR-BI uptake up 16, NSD2 inh -2, PKA-R1A activ -6, Pemphigus Ab inh 95, dFosB act -10, SR-BI HDL uptake -16, Mot1-301 SUMO -2 and Arrestin-AP2 inh 7.
OC(CN1CCN(c2cccc(Cl)c2)CC1)c1ccc(F)cc1 (configuration not stated) was read as CDK5 p35 inh 0.6, PKA-R2B act -20, MITF TRPM1 HTS -4, SR-BI uptake up -13, NSD2 inh 6, PKA-R1A activ -8, Pemphigus Ab inh 105, dFosB act 1, SR-BI HDL uptake 13, Mot1-301 SUMO 162 and Arrestin-AP2 inh 35.
`O=C(CCc1ccccc1)Nc1ccc(N2CCOCC2)c(Cl)c1` gave CDK5 p35 inh -1.4, PKA-R2B act 5, MITF TRPM1 HTS 2, NSD2 inh -4, PKA-R1A activ 15, Pemphigus Ab inh 101, dFosB act -9, Mot1-301 SUMO -3 and Arrestin-AP2 inh -12.
CCOC(=O)c1ccc(NC(=O)CN2C(=O)NC3(CCCCCC3)C2=O)cc1 was read as CDK5 p35 inh -3.4, PKA-R2B act 2, MITF TRPM1 HTS -14, SR-BI uptake up -13, NSD2 inh 0, PKA-R1A activ 7, Pemphigus Ab inh 100, dFosB act -1, SR-BI HDL uptake 13, Mot1-301 SUMO 612 and Arrestin-AP2 inh 15.
Screening Cc1onc(COc2ccccc2O)c1Br returned CDK5 p35 inh 1.5, PKA-R2B act -11, SR-BI uptake up -13, NSD2 inh -3, PKA-R1A activ 6, Pemphigus Ab inh 96, dFosB act 6, SR-BI HDL uptake 13, Mot1-301 SUMO 334 and Arrestin-AP2 inh -6.
Screening COc1ccc(S(=O)(=O)N2CCCCCC2)cc1C(=O)NC1(C)CCS(=O)(=O)C1 (configuration not stated) returned CDK5 p35 inh -0.1, PKA-R2B act 3, MITF TRPM1 HTS -3, SR-BI uptake up 10, NSD2 inh -1, PKA-R1A activ -13, Pemphigus Ab inh 110, dFosB act 2, SR-BI HDL uptake -10, Mot1-301 SUMO 1 and Arrestin-AP2 inh -5.
`Cc1ccc(NC(=O)c2nc[nH]c2C(=O)NCCCCCCNC(=O)c2[nH]cnc2C(=O)Nc2ccc(C)cc2)cc1` gave CDK5 p35 inh -0.2, PKA-R2B act -5, MITF TRPM1 HTS -3, SR-BI uptake up 17, PKA-R1A activ 0, Pemphigus Ab inh 98, dFosB act -23, SR-BI HDL uptake -17, Mot1-301 SUMO -14 and Arrestin-AP2 inh -2.
For Cc1cc2oc(=O)cc(CSc3nc(N)cc(N)n3)c2cc1C the results were CDK5 p35 inh -0.5, PKA-R2B act 3, MITF TRPM1 HTS 3, SR-BI uptake up 0, NSD2 inh 2, PKA-R1A activ -5, Pemphigus Ab inh 116, dFosB act -3, SR-BI HDL uptake 0, Mot1-301 SUMO -10 and Arrestin-AP2 inh 13.
For CN1CCN(C(c2ccc(Br)cc2)c2cc(Cl)c3cccnc3c2O)CC1 (configuration not stated) the results were CDK5 p35 inh 3.2, PKA-R2B act -6, MITF TRPM1 HTS -58, SR-BI uptake up -3, NSD2 inh 5, PKA-R1A activ -7, Pemphigus Ab inh 106, dFosB act 29*, SR-BI HDL uptake 3, Mot1-301 SUMO 268 and Arrestin-AP2 inh -4.
Screening Nn1c(Nc2ccc(Cl)cc2)nncc1=O returned CDK5 p35 inh 2.1, PKA-R2B act 14, MITF TRPM1 HTS 6, NSD2 inh -1, PKA-R1A activ -3, Pemphigus Ab inh 90, dFosB act -3 and Arrestin-AP2 inh 9.
COc1ccc(-c2ccc(OC)c([C@H]3[C@@H]4C=CCC[C@@]4(C)C(=O)N3Cc3ccccc3)c2)cc1OC was read as CDK5 p35 inh 4.3, PKA-R2B act -8, MITF TRPM1 HTS 1, SR-BI uptake up -7, PKA-R1A activ 1, Pemphigus Ab inh 110, dFosB act -13, SR-BI HDL uptake 7, Mot1-301 SUMO 8 and Arrestin-AP2 inh 7.
Screening COc1cc(/C=N/NC(=O)/C(=C\c2ccc3c(c2)OCO3)NC(=O)c2ccccc2)ccc1O returned CDK5 p35 inh 2.4, PKA-R2B act -16, MITF TRPM1 HTS 2, SR-BI uptake up -11, NSD2 inh -2, PKA-R1A activ -14, Pemphigus Ab inh 96, dFosB act -3, SR-BI HDL uptake 11, Mot1-301 SUMO 184 and Arrestin-AP2 inh 1.
